# From PubChem
# RGS4 inhibitor = human RGS4 inhibition; P49798; 390,000 compounds, 0.039% hits; AID 504845; Transcreener GDP fluorescence polarization, RGS4-accelerated GTP hydrolysis; Potency, µM (doses to about 114 µM), for the others: at the top dose activity change, negative = inhibition, actives largely listed as inhibitors; also: potency is read from the fitted curve at half-maximal effect; % is scaled to controls: 0 for no effect and ±100 for the full control effect; nearly all actives have a fitted effect of over 75% in size; some results filed as inactive show a strong effect at the top dose
# Target sequence (P49798 whole entry, looked up): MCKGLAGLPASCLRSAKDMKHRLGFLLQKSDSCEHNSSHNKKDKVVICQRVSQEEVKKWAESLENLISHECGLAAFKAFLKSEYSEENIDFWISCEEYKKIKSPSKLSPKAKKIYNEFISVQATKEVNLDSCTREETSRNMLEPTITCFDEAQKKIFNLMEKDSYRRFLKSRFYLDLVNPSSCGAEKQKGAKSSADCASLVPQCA
#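 MLSMR compounds (23 nl, pin-transferred) preincubated 10 min at room temperature with a 500nM (2x) first reagent, then RGS4 at 900nM (2x) plus Transcreener GDP mix added; fluorescence polarization (620/688 nm) read before and after 90 min at 30 °C.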
# D2 antag = D2 dopamine receptor (human) antagonism; inhibition, % at 10 µM; AID 485344; HEK293 TREx D2 cells, calcium flux, dopamine EC80; P14416; 340,000 compounds, 2% hits; in the data active = inhibition above about 30%; also: 0% is about no effect
#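 Measurement of antagonist activity uses fluorescent calcium dye in inducible HEK293 T-REx D2 cells: 10 s baseline, compound addition with 180 s read, EC80 dopamine addition with a further 180 s read.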
# D2 ag = agonists of human D2 dopamine receptor; HEK293 T-REx D2 cells, calcium flux agonist mode; activation, % at 2 µM; 340,000 compounds, 0.53% hits;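 active = activation over 3 SD above normal in the single-dose calcium agonist read, cut at about 30% in these data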; also: 0% is about no effect
#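 In this primary screen, compounds producing a positive calcium signal within 180 s of addition to tetracycline-induced, force-coupled HEK293 Trex D2 cells are flagged; cells are dye-loaded with a no-wash calcium kit beforehand.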
# LDHA inh = inhibitors of human lactate dehydrogenase A; purified LDHA, NADH/diaphorase-resazurin fluorescence; hits give low values; activity change, % (values are at about 110 or 230 µM); 480,000 compounds, 0.15% hits; P00338; in the data active = activity change below about -30%; inconclusive = mostly about -25% to -30%;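 also: plate controls were DMSO wells for no effect and wells without enzyme for full effect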
#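 Enzyme activity of human lactate dehydrogenase 5 (2 nM; 0.06 mM NADH, 0.2 mM pyruvate, 5 min, RT) is measured via a resazurin/diaphorase fluorescence readout of residual NADH.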
# Glioma ERSR ind = induces the endoplasmic reticulum stress response in human glioma cells; U87-MG GRP78 promoter luciferase reporter, 16 h; Potency, µM, without a hit: at the highest dose activation, usual class: activators; 420,000 compounds, 0.02% hits; also: potency is read from the fitted curve at half-maximal effect; series mostly up to about 76 µM; % of control where 0% means no effect; nearly all actives have a fitted effect of over 35% in size
#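 Stably transfected U87-MG glioma cells carrying a GRP78-based luciferase sensor; 16 h compound incubation. Luminescence end-point read 10 min after Bright-Glo addition at room temperature.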
# ERG Ets-DNA blk = ERG Ets/DNA interaction inhibition; P11308; 370,000 compounds, 0.028% hits; Potency, µM (highest dose often 76.9 µM), without a hit: at the highest dose FP activity, negative = inhibition, actives largely listed as inhibitors; fluorescence polarization, His-ERG Ets domain / labelled DNA; active = well fitted inhibition curve with a large enough effect in the polarisation, with a control signal flat; inconclusive = small, poorly fitted or top-dose-only effect, or effect the other way, or a change in a side signal; inactive = no such curve, though single readings can be large or run the other way; the % refers to the polarisation;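 also: polarization taken with two DNA probes labelled with fluorescein and Texas red; potency is read from the fitted curve at half-maximal effect; % of control where 0% means no effect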
# Target sequence (P11308 whole entry, looked up, the tested form may be a part): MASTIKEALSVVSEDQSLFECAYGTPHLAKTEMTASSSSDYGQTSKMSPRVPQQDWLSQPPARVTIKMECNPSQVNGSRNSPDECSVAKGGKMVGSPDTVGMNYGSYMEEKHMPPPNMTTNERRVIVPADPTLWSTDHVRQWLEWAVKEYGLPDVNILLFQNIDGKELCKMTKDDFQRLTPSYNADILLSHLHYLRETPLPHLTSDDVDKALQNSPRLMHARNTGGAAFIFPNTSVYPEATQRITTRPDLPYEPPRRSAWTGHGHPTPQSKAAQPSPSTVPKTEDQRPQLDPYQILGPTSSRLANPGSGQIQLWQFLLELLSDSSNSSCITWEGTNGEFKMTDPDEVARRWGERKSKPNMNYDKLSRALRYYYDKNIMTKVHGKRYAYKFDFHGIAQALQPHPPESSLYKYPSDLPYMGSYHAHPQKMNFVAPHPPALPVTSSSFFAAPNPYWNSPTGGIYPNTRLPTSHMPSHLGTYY
#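 His-tagged ERG Ets domain (1 uM in the protein solution; 300mM KCl, 50mM Tris-HCl, 1mM EDTA, 1mM DTT, pH 7.5) received compound, then a probe mix of 5 nM fluorescein-DNA and 100nM Texas-615-DNA. Fluorescence polarization was read for both dyes.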
# ALOX12 inh = ALOX12 (human) lipoxygenase inhibition | P18054 | purified 12hLO, xylenol orange hydroperoxide absorbance | Potency, µM (top dose mostly 108 µM), for the others: at the highest dose activity change, negative = inhibition, hits mostly inhibitors | 580,000 compounds, 1.1% hits | AID 1671190; also: potency is read from the fitted curve at half-maximal effect; % is scaled to controls: 0 for no effect and ±100 for the full control effect
#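 Purified human 12hLO at 150 nM in 25 mM Hepes, 0.01% Triton X-100, pH 7.0, preincubated 15 min at room temperature with compound. Reaction started with 40 uM arachidonic acid, 30 min at room temperature. Hydroperoxide measured by Fe-xylenol orange, 573/405 nm absorbance ratio.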
# Vif-A3F inh = blocks the Vif interaction with APOBEC3F; Potency, µM (doses to about 46.1 µM), for the others: top-dose activity, negative = active; HeLa A3F-eYFP + Vif (tagged APOBEC3F with the HIV-1 protein that degrades it), YFP fluorescence increase; AID 602313; 390,000 compounds, 0.2% hits; also: potency is read from the fitted curve at half-maximal effect; % of control where 0% means no effect; nearly all actives have a fitted effect of over 65% in size
#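 HeLa cells stably expressing Vif plus C-terminally eYFP-tagged A3F were seeded, incubated overnight at 37 deg C, dosed with compound, incubated overnight again at 37 deg C. Yellow fluorescence (Ex 488/Em 500-530) reported blocked Vif-mediated A3F-eYFP degradation.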
# Vif-APOBEC3G blk = blocks the Vif interaction with human APOBEC3G. 410,000 compounds, 0.076% hits. AID 602310. Q9HC16. Potency, µM (top dose mostly 46.1 µM), for inactives: top-dose activity, negative = active, actives largely listed as inhibitors. HeLa A3G-eYFP + Vif (tagged APOBEC3G with the HIV-1 protein that degrades it), YFP fluorescence, overnight;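 also: potency is read from the fitted curve at half-maximal effect; % is scaled to controls: 0 for no effect and ±100 for the full control effect; nearly all actives have a fitted effect of over 60% in size; hits raise eYFP signal because A3G escapes Vif-driven loss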
#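 Read-out is eYFP fluorescence (Ex 488/Em 500-530) from Vif-expressing HeLa A3G-eYFP cells; more signal means A3G escaped Vif-mediated degradation. Cells plated overnight, compound pinned in, incubated overnight at 37 deg C.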
# Starred values were filed as active, the others as inactive; ? = inconclusive; · = not tested or not shown; & = joins results of further samples; [ ] = remark or other dose. Unless noted, calls follow the shape of the dose curve; as a rule, active = well fitted curve in the direction sought with a large enough effect; inconclusive = small, poorly fitted or top-dose-only effect, or another doubt; inactive = no such curve, though single readings can be large; an effect the other way counts as inactive or inconclusive.
# Each structure is followed by: ALOX12 inh	D2 antag	ERG Ets-DNA blk	Vif-APOBEC3G blk	Vif-A3F inh	RGS4 inhibitor	D2 ag	Glioma ERSR ind	LDHA inh
1: O=C(O)C1CCCN(S(=O)(=O)c2ccc(F)cc2)C1 (configuration not stated)
  147%[activator]	-11	-5%	0%	-2%	19%	-0.6	2%	-7
2: O=C(O)c1ccc(NS(=O)(=O)c2cccc3nsnc23)cc1
  7%	11	·	0%	-3%	17%	1.6	-2%	3
3: CC(C)Nc1nnc(SCC(=O)/C=C2\N(C)c3ccccc3C2(C)C)s1
  -11%	3	0%	-3%	5%	-28%	-1.2	0%	0
4: COc1ccc(C(C[N+](=O)[O-])c2c(C)[nH]n(-c3ccccc3)c2=O)cc1 (configuration not stated)
  ?	-1	14%	?	2%	-49%	2.1	2%	10
5: O=C(COc1cccc(Cl)c1)Nc1cc(S(=O)(=O)N2CCOCC2)ccc1N1CCOCC1
  1%	0	-4%	-3%	3%	23%	0.0	-3%	-3
6: COC(=O)c1ccccc1COc1cccn2c(N(C)Cc3cccs3)c(C)nc12
  -6%	·	·	-19%	·	·	·	-2%	9
7: Fc1cccc(Nc2ncnc3sccc23)c1
  -3%	9	-7%	-6%	2%	13%	0.9	8%	-18
8: COc1ccc(NS(=O)(=O)c2cccc(C(=O)NCC(c3ccc(OC)cc3)N3CCOCC3)c2)cc1 (configuration not stated)
  -10%	10	5%	0%	3%	-10%	0.3	-5%	-6
9: Cc1c(C(=O)N2CCCCC2)c(S(=O)(=O)Nc2ccc(F)cc2F)c(C)n1C
  28%	-2	13%	0%	-6%	6%[11.4 µM]	-0.2	-3%	-1
10: CCOc1ccc(C2C(=O)N(C3CCCCCC3)CC(=O)N2CCc2ccc(OC)c(OC)c2)cc1OC (configuration not stated)
  -23%	·	0%	-10%	0%	11%	0.5	-2%	-3
11: CCOC(=O)c1c(C)[nH]c(C(=O)COC(=O)COc2ccccc2C=O)c1C
  ?	-2	7%	-1%	-14%	?	-0.4	-3%	-2
12: COC(=O)c1ccccc1NC(=O)Nc1c(C)n(C)n(-c2ccccc2)c1=O
  1%	-3	2%	3%	-14%	-10%	-0.3	1%	3
13: Nc1ccc2c(c1)C(=O)N(c1cccc3ccccc13)C2=O
  -11%	-1	0%	-3%	-2%	-42%	6.2	2%	-3
14: COc1ccc(S(=O)(=O)N2CCOCC2)cc1C(=O)NCc1ccccc1CN1CCCC1
  417%[activator]	-8	-11%	0%	-12%	-9%	0.1	-5%	-7
15: Cc1nc2ccc(S(=O)(=O)NCC(=O)Nc3cccc(F)c3)cc2s1
  9%	-15	2%	-5%	-1%	-3%	-0.4	0%	-2

# In a second layout: four of the compounds above.
8: COc1ccc(NS(=O)(=O)c2cccc(C(=O)NCC(c3ccc(OC)cc3)N3CCOCC3)c2)cc1 (configuration not stated)
- ALOX12 inh: -10%
- D2 antag: 10
- ERG Ets-DNA blk: 5%
- Vif-APOBEC3G blk: 0%
- Vif-A3F inh: 3%
- RGS4 inhibitor: -10%
- D2 ag: 0.3
- Glioma ERSR ind: -5%
- LDHA inh: -6

9: Cc1c(C(=O)N2CCCCC2)c(S(=O)(=O)Nc2ccc(F)cc2F)c(C)n1C
- ALOX12 inh: 28%
- D2 antag: -2
- ERG Ets-DNA blk: 13%
- Vif-APOBEC3G blk: 0%
- Vif-A3F inh: -6%
- RGS4 inhibitor: 6%[11.4 µM]
- D2 ag: -0.2
- Glioma ERSR ind: -3%
- LDHA inh: -1

10: CCOc1ccc(C2C(=O)N(C3CCCCCC3)CC(=O)N2CCc2ccc(OC)c(OC)c2)cc1OC (configuration not stated)
- ALOX12 inh: -23%
- D2 antag: ·
- ERG Ets-DNA blk: 0%
- Vif-APOBEC3G blk: -10%
- Vif-A3F inh: 0%
- RGS4 inhibitor: 11%
- D2 ag: 0.5
- Glioma ERSR ind: -2%
- LDHA inh: -3

11: CCOC(=O)c1c(C)[nH]c(C(=O)COC(=O)COc2ccccc2C=O)c1C
- ALOX12 inh: ?
- D2 antag: -2
- ERG Ets-DNA blk: 7%
- Vif-APOBEC3G blk: -1%
- Vif-A3F inh: -14%
- RGS4 inhibitor: ?
- D2 ag: -0.4
- Glioma ERSR ind: -3%
- LDHA inh: -2

# Going on with the list.
# Each structure is followed by: ALOX12 inh	D2 antag	ERG Ets-DNA blk	Vif-APOBEC3G blk	Vif-A3F inh	RGS4 inhibitor	D2 ag	Glioma ERSR ind	LDHA inh
16: Cc1ccnc(SCC(=O)O)n1
  -8%	-1	4%	0%	5%	-18%	0.2	-3%	5
17: O=C1CC(c2ccccc2)CC(O)=C1C=NCc1ccccc1Cl (configuration not stated)
  21%	-12	·	?	-9%	5%	-0.1	-7%	-3
18: CCCc1nc(SCC(=O)Nc2nnc(CC)s2)c2c(C)c(C)sc2n1
  8%	·	·	2%	0%	19%	·	-3%	-19
19: Cc1cccc(NC(=O)c2cc(S(=O)(=O)N3CCCCC3)c[nH]2)c1C
  -15%&-19%	-5	5%&8%	1%&-3%	-14%&2%	4%&2%	-0.1&0.8	-2%&-5%	-5&2
20: CCc1ccc(-n2c(=O)c3sc4ccccc4c3n(CC(=O)NC3CCCC3)c2=O)cc1
  -6%	·	-20%	-1%	-24%	25%	0.3	-1%	1
21: COc1ccc(-c2csc(Nc3ncccc3C)n2)cc1OC
  ?	-10	-8%	-5%	0%	-38%	0.1	-2%	-2&0
22: O=C(Cc1ccc(Cl)cc1Cl)NC1CCCCCC1
  -8%	14	1%	0%	?	10%	0.2	0%	-3
23: C/C(=N\NC(=O)c1ccccc1OCCOc1ccccc1)c1ccccc1F
  5%	27	18%	-12%	-13%	-11%	0.4	-5%	0
24: CCN(CCO)Cc1csc2cc(C)ccc12
  5%	10	0%	-1%	0%	7%	0.5	-3%	0

# 3 entries out of the list above, arranged by the value under D2 antag, falling.
No.	Compound	ALOX12 inh	D2 antag	ERG Ets-DNA blk	Vif-APOBEC3G blk	RGS4 inhibitor	Glioma ERSR ind	LDHA inh
22	O=C(Cc1ccc(Cl)cc1Cl)NC1CCCCCC1	-8%	14	1%	0%	10%	0%	-3
16	Cc1ccnc(SCC(=O)O)n1	-8%	-1	4%	0%	-18%	-3%	5
19	Cc1cccc(NC(=O)c2cc(S(=O)(=O)N3CCCCC3)c[nH]2)c1C	-15%&-19%	-5	5%&8%	1%&-3%	4%&2%	-2%&-5%	-5&2

# These rows are one share of the data. The share of hits here may be higher or lower than overall.
